Myeloid diff 2: compounds promoting myeloid differentiation. 360,000 tested, 1% active. calls only at 10 µM. AID 624256. ER-HoxA9 myeloid progenitors, lysozyme-GFP differentiation, flow cytometry;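 active = normalized GFP-positive differentiation at or above the plate's own cutoff, the solvent-only control mean plus 3 SD; inconclusive = no clear call, values can overlap the other calls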;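 also: cells exposed to compound for four days before flow analysis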
Myeloid diff 2 GFP+ MAC1+ %: also measured in Myeloid diff 2; calls as there; GFP+ MAC1+ double positive, %; measured here: differentiation confirmed by MAC1 staining
The depositor's hits bear a star; i = inactive; ? = inconclusive; · = no result given; + = active, no number. This is a subset (hit frequency here may not be typical).

SMILES | Myeloid diff 2 | Myeloid diff 2 GFP+ MAC1+ %
CCc1ccc(OC)c(S(=O)(=O)NCc2cccs2)c1 | i | 0.7
CCOC(=O)N1CCN(C(c2ccnc3ccccc23)c2nnnn2-c2c(C)cccc2C)CC1 (stereo not given) | ? | ·
COc1ccccc1C(C(C(=O)c1ccccc1)N1CCOCC1)N1CCOCC1 (stereo not given) | i | 1.3
COc1c(N)c2c(c([N+](=O)[O-])c1OC)C(=O)OC2 | i | 1.5
COc1ccc(Cl)cc1-c1noc([C@@H]2O[C@H](CO)[C@@H](O)[C@H]2O)n1 | i | 1.1
COc1ccc(C(=NN)c2ccc(OC)cc2)cc1 | i | 0.2
CCNC(=O)C1(C)CCCN(Cc2cccc(Oc3ccccc3)c2)C1 (stereo not given) | i | 1.3
CCOC(=O)[C@]12CCC=C1N(CCC1=CCCCC1)C(=O)[C@H](CC(=O)NCCCCc1ccccc1)C2 | i | 1.5
O=C(C(c1ccccc1)C(O)(c1ccccc1)c1ccccc1)N1CCOCC1 (stereo not given) | i | 1.4
COc1ccccc1NS(=O)(=O)c1cc(NC(=O)c2ccc(Cl)nc2)ccc1N1CCCC1 | i | 0.2
Oc1ccc2ccc(Cl)cc2c1 | i | 1.1
O=C(COC(=O)[C@@H]1CCCN1C(=O)c1cccs1)Nc1ccc(Br)cc1 | i | 1.6

Entries shown so far that have a carbonyl joined to an NH by a bond outside any ring (4):
SMILES | Myeloid diff 2 | Myeloid diff 2 GFP+ MAC1+ %
CCNC(=O)C1(C)CCCN(Cc2cccc(Oc3ccccc3)c2)C1 (stereo not given) | i | 1.3
CCOC(=O)[C@]12CCC=C1N(CCC1=CCCCC1)C(=O)[C@H](CC(=O)NCCCCc1ccccc1)C2 | i | 1.5
COc1ccccc1NS(=O)(=O)c1cc(NC(=O)c2ccc(Cl)nc2)ccc1N1CCCC1 | i | 0.2
O=C(COC(=O)[C@@H]1CCCN1C(=O)c1cccs1)Nc1ccc(Br)cc1 | i | 1.6

Further results
SMILES | Myeloid diff 2 | Myeloid diff 2 GFP+ MAC1+ %
O=S(=O)(c1ccc(Cl)cc1)N1CCC2(CC1)OCCN2S(=O)(=O)c1cccs1 | i | 0.9
CCCCCNC(=O)C(c1ccc(-c2ccccc2)cc1)n1c(=O)c(-c2cc3ccccc3[nH]2)nc2ccccc21 (stereo not given) | i | 2.1
COCCCNC(=O)Cn1ccc(N)nc1=O | i | 1.0
C=CCCO[C@@H]1O[C@@H](C)[C@H](O)C[C@H]1O | i | 0.6
COc1cc2oc(=O)cc(-c3cccc(-c4ccc(C(F)(F)F)cc4)c3)c2c(OC)c1OC | i | 1.6
Cc1cccc(NC(=O)c2nc[nH]c2C(=O)N2CCN(C(=O)OC(C)(C)C)CC2)c1 | i | 2.4
COc1ccc(NS(=O)(=O)c2ccc(C(=O)Nc3c(C)n(C)n(-c4ccccc4)c3=O)cc2)cc1 | i | 1.6
CCOc1ccc(Cl)cc1-c1cc(C(=O)NCc2cc(C(F)(F)F)cc(C(F)(F)F)c2)[nH]n1 | i | 0.6
CC1(C(=O)Nc2cnc3ccccc3c2)CCN1C(=O)CCc1ccccc1 (stereo not given) | i | 0.7
O=C(NNc1ccccc1)NC(Cc1ccccc1)C(=O)O (stereo not given) | i | 0.8
CC(C)CC1(C)NC(=O)N(CC(=O)Nc2ccc3c(c2)OCCO3)C1=O (stereo not given) | i | 0.9
CC(=O)c1ccc2c(c1)N(Cc1ccc3ccccc3c1)C(=O)C(C)S2 (stereo not given) | i | 1.8
COCCN(C(=O)CCCc1nc2ccccc2s1)c1c(N)n(CC(C)C)c(=O)[nH]c1=O | i | 0.5
O=C(OCc1cn([C@H]2C[C@H](c3ccccc3)N(Cc3cccs3)C[C@@H]2O)nn1)c1ccccc1 | i | 0.9
CN(C)c1ccc(/C=N/NC(=O)c2nnn(-c3nonc3N)c2CN2CCCCCC2)cc1 | i | 1.1
COc1ccc(N2CCN(C(=O)COC(=O)[C@@H](NC(=O)OCc3ccccc3)C(C)C)CC2)cc1 | i | 0.6
O=C(NCc1cccc(C(F)(F)F)c1)c1ccc2nc([C@H]3C[C@H](O)[C@@H](CO)O3)[nH]c2c1 | i | 1.3
Nc1cc(N)nc(SCC(=O)NCC(=O)Nc2ccc(F)c(F)c2F)n1 | i | 0.8
CC1(C(=O)NCc2ccccc2)CSCC(=O)N1CCCN1CCOCC1 (stereo not given) | i | 4.0
CCCCN1CC(C)(C)[C@H](CC(=O)Nc2ccccc2)C1=O | i | 0.3
CSc1ccccc1C(=O)OCC(=O)Nc1cccnc1Cl | i | 0.8
Cc1cc(C(=O)NNC(=O)c2cccc([N+](=O)[O-])c2)n[nH]1 | i | 0.1
CCCCCCSc1ccc(-c2nc3cnccn3c2NCCCC)cc1 | + | 0.9*
COc1ccc(CCNC(=O)COC(=O)c2cc(Cl)nc(Cl)c2)cc1 | i | 0.5
CC(C)N1C(=O)C(=O)N(CC(=O)N2c3ccccc3NC(=O)CC2C)C1=O (stereo not given) | i | 0.8
CCC(C(=O)NCc1ccccc1)n1c(-c2cccs2)nc2ccccc21 (stereo not given) | i | 2.8
O=S(=O)(Nc1ccc2nc(N3CCOCC3)sc2c1)c1ccccc1 | i | 1.6
Cc1cccc(C)c1NC(=O)C(C1CC1)n1c(=O)c(-c2ccccc2)nc2ccccc21 (stereo not given) | i | 2.9
CC(=O)c1ccc(-c2ccc(C(=O)Nc3nc(C)c(C(C)=O)s3)o2)cc1 | i | 0.9
CN(C)c1ccc(C=C2C=Cc3ccccc32)cc1 | i | 1.1
Cc1cccc(S(=O)(=O)N(C)C[C@H]2OCc3cnnn3CCCC(=O)N([C@@H](C)CO)C[C@H]2C)c1 | i | 0.7
C[C@@H]1CN([C@H](C)CO)C(=O)Cc2cc(NC(=O)CCC(F)(F)F)ccc2O[C@@H]1CN(C)C(=O)Nc1ccccc1 | i | 1.1
CC1(C(=O)NS(=O)(=O)c2ccc3c(c2)CCO3)CCN1C(=O)COc1ccc(Cl)cc1 (stereo not given) | i | 0.6
Cn1nccc1C(=O)Nc1cc(Cl)ccc1Cl | i | 0.6
CC(=O)Nc1ccc(C(=O)N2CCCCC2c2cc(C(=O)NCc3ccccc3)no2)cc1 (stereo not given) | i | 0.8
CC1c2ccccc2-c2ccccc2N1C (stereo not given) | i | 0.5
COC(=O)c1cnc(NC(=O)C2(C)CCN2C(=O)C(C)C)s1 (stereo not given) | i | 1.1
CCOC(=O)c1csc(NC(=O)c2cc(-c3ccccn3)nc3ccccc23)n1 | i | 1.7
COC(=O)[C@]12CCCCC=C1N(Cc1ccccc1)C(=O)[C@H](CC(=O)N1CCSCC1)C2 | i | 0.6
COc1ccc(F)cc1S(=O)(=O)N1CCC2(CC1)OCCN2S(=O)(=O)c1ccccc1 | i | 1.9
O=c1cc(-c2cccc(F)c2)oc2ccccc12 | i | 0.5
O=C(c1ccc(F)cc1F)N1CCN(S(=O)(=O)c2ccc3c(c2)OCCO3)CC1 | i | 0.4
O=C(COC(=O)c1cccc(OC(F)F)c1)NCC1CCCO1 (stereo not given) | i | 0.7
Cc1cc2c(c(C)c1Cl)C(c1ccc3c(c1)OCO3)CC(=O)O2 (stereo not given) | i | 0.4
CCCN(CC1CC1)C(=O)COC(=O)c1ccc(C)cc1O | i | 1.0
Cc1ccc(S(=O)(=O)N2CCN(C(=O)COC(=O)COc3cccc(C(F)(F)F)c3)CC2)c(C)c1 | i | 0.5
Cc1ccc(NC(=O)c2ccc(F)cc2F)cc1 | i | 1.4
O=C(CNC(=O)c1ccc(Cl)cc1Cl)NCc1ccccn1 | i | 1.1

Filtered by structure: the compounds so far with a nitro group on carbon.
SMILES | Myeloid diff 2 | Myeloid diff 2 GFP+ MAC1+ %
COc1c(N)c2c(c([N+](=O)[O-])c1OC)C(=O)OC2 | i | 1.5
Cc1cc(C(=O)NNC(=O)c2cccc([N+](=O)[O-])c2)n[nH]1 | i | 0.1

Carrying on:
SMILES | Myeloid diff 2 | Myeloid diff 2 GFP+ MAC1+ %
Cc1ccccc1C(=O)NCC(=O)c1ccccc1 | i | 0.7
CC1CCCC(NC(=O)c2ccc3c(c2)OCCO3)C1C (stereo not given) | i | 0.5
CC(=O)Nc1ccc(-c2ccnc3c2CC(C(=O)NCCC(F)(F)F)O3)cc1 (stereo not given) | i | 0.4
CCOC(=O)C1C(=O)C=C(c2ccccc2)CC1c1ccccc1 (stereo not given) | i | 1.1
CN(C)CCCNc1nc2cc(-c3cccc(Cl)c3)sc2c(=O)n1C | i | 1.5
COc1ccc(-c2coc3c(C(=O)NC4CCCCC4)cccc23)c(C)c1 | i | 0.3
O=C(NCc1ccccc1Br)c1cccc2c1C(=O)c1ccc(-c3ccc(OC(F)(F)F)cc3)cc1S2(=O)=O | i | 0.9
Cc1ccc(S(=O)(=O)NCCC(=O)N2CCC(C)CC2)cc1 | i | 0.7
CN(Cc1ccccc1)C(=O)c1cccc(NC(=O)Cc2ccc([N+](=O)[O-])cc2)c1 | i | 2.5
CC(C)n1ncc2c(C(=O)Nc3cccc(S(=O)(=O)N(C)C)c3)cc(C3CC3)nc21 | i | 0.9
CCCS(=O)(=O)NC(=O)C1(C)CCCN(C(=O)c2ccc(F)c(Cl)c2)C1 (stereo not given) | i | 0.6
Cc1ccccc1CN1C(=O)CSCC1(C)C(=O)NC(C)C (stereo not given) | i | 4.2
COc1ccc(C(=O)N2CCc3ccccc32)cc1S(=O)(=O)N1CCOCC1 | i | 0.6
COc1ccc(C(C)=O)cc1CN1C(=O)C(C)ON=C1c1ccccn1 (stereo not given) | i | 2.4
CSCCC(C)N1CCC(Oc2ccc(C(=O)NCc3ccccn3)cc2)CC1 (stereo not given) | i | 0.7
COC(=O)[C@@]12C[C@@H](CC(=O)NCCc3ccccc3OC)C(=O)N(Cc3ccco3)C1=CCC(C)(C)C2 | i | 3.1
CC1(c2ccccc2)C(C#N)C(=O)NC(=O)C1C#N (stereo not given) | i | 1.5
CCC(c1ccccc1)C(CC)c1cc(O)c(O)c(O)c1 (stereo not given) | i | 0.1
CCOC(=O)c1c(C)[nH]c(C(=O)COC(=O)c2ccco2)c1C | i | 0.4
O=C1C=CC2=C3c4cc(O)c(O)cc4CC3(O)COC2=C1O (stereo not given) | i | 3.3
O=C1CC2(CCCC2)Oc2ccc(F)cc21 | i | 1.9
O=[N+]([O-])c1ccc(C=NNc2ccc(S(=O)(=O)O)cc2)cc1 | i | 0.5
CC(=O)c1ccc(OCc2nnn(CC(=O)O)c2-c2ccccc2)cc1 | i | 0.9
CCNC(=O)C1(C)CCN(C(=O)c2ccc(F)c(Cl)c2)C1 (stereo not given) | i | 1.6

Among those listed so far, 7 contain an NH in an aromatic ring.
SMILES | Myeloid diff 2 | Myeloid diff 2 GFP+ MAC1+ %
CCCCCNC(=O)C(c1ccc(-c2ccccc2)cc1)n1c(=O)c(-c2cc3ccccc3[nH]2)nc2ccccc21 (stereo not given) | i | 2.1
Cc1cccc(NC(=O)c2nc[nH]c2C(=O)N2CCN(C(=O)OC(C)(C)C)CC2)c1 | i | 2.4
CCOc1ccc(Cl)cc1-c1cc(C(=O)NCc2cc(C(F)(F)F)cc(C(F)(F)F)c2)[nH]n1 | i | 0.6
COCCN(C(=O)CCCc1nc2ccccc2s1)c1c(N)n(CC(C)C)c(=O)[nH]c1=O | i | 0.5
O=C(NCc1cccc(C(F)(F)F)c1)c1ccc2nc([C@H]3C[C@H](O)[C@@H](CO)O3)[nH]c2c1 | i | 1.3
Cc1cc(C(=O)NNC(=O)c2cccc([N+](=O)[O-])c2)n[nH]1 | i | 0.1
CCOC(=O)c1c(C)[nH]c(C(=O)COC(=O)c2ccco2)c1C | i | 0.4

Continuation.
SMILES | Myeloid diff 2 | Myeloid diff 2 GFP+ MAC1+ %
CCOc1ccc(CCN2C(=O)C(=O)N([C@@H](Cc3ccccc3)CN3CCC[C@@H]3CN3C(=O)C(=O)NC[C@@H]3Cc3ccc(O)cc3)C[C@@H]2Cc2ccccc2)cc1 | i | 0.4
Cc1cc2cc3c(=O)[nH]c(=O)nc-3n(CC(O)C(O)C(O)CO)c2cc1C (stereo not given) | i | 3.9
COc1ccc(-c2ccc3c(c2)C2CC3CCN2C(=O)C(C)(C)C)cc1 (stereo not given) | i | 1.2
Cc1ccc(CNc2nc3cc(-c4ccccc4C)sc3c(=O)n2C)c(C)c1 | i | 0.8
Cc1ccc(NC(=O)COC(=O)CCc2ccccc2)cc1S(=O)(=O)N1CCOCC1 | i | 1.7
CCCS(=O)(=O)NC(=O)C1(C)CCN(C(=O)c2cccs2)C1 (stereo not given) | i | 1.2
COc1ccc2c(c1)OC[C@H]1[C@H]2N2C(=O)[C@H](C)NC(=O)[C@@]2(C)[C@H]1c1ccccc1 | i | 3.0
CC12CCC(=O)C=C1CCC1C2C(O)CC2(C)C(c3csc(N)n3)CCC12 (stereo not given) | i | 2.7
O=C(Nc1ccn(CCCN2CCN(c3ncccn3)CC2)c(=O)n1)OCc1ccccc1 | i | 0.7
Cc1ccc([C@@H]2CC=C(C(=O)O)[C@H](c3ccc(F)cc3)N2S(=O)(=O)c2ccccc2C)cc1 | i | 0.9
CC(C)N(C(=O)[C@H]1C[C@H](CC(=O)NCc2ccco2)C(=O)N2CCc3c([nH]c4cc(CCC(=O)N(C)C)ccc34)[C@]12C)C(C)C | i | 0.0
O=C(NCCS(=O)(=O)N1CCN(C(=O)c2ccco2)CC1)c1ccccc1 | i | 0.6
CN(Cc1cccs1)C(=O)COc1cccc2c1OC(C)(C)C2 | i | 0.9
COc1cc(CNCc2ccncc2)ccc1OCC(N)=O | i | 0.6
CC1(C(=O)NS(=O)(=O)c2ccc(F)cc2F)CCN1C(=O)c1ccccc1 (stereo not given) | i | 0.4
CCN(CC)C(=O)C1=C(C)N(Cc2ccc(F)cc2)C(=O)C(CC(=O)NCc2ccco2)C1 (stereo not given) | i | 2.0
CC1CN(S(=O)(=O)c2ccc(C(=O)OCc3ccc(C#N)cc3)cc2)CC(C)O1 (stereo not given) | i | 0.6
CCO[C@@H]1OC(C(=O)O)=C[C@H](c2cn(C(C)=O)c3ccccc23)[C@H]1CCCO | i | 1.9
O=C(c1cnc(Cc2c[nH]c3ccccc23)c(I)c1)N1CCOCC1 | i | 0.8
CCCCN(C(=O)Cc1ccc(S(=O)(=O)N2CCOCC2)s1)c1c(N)n(CC(C)C)c(=O)[nH]c1=O | i | 0.2

From PubChem BioAssay
